High-throughput results deposited in PubChem BioAssay by National Center for Advancing Translational Sciences (NCATS).
PNC inhibitor – blocks assembly of the perinucleolar compartment; AID 2417; activity change (PNC), negative = inhibition, % at 10 µM; 140,000 tested, 3.1% active; PC3M PTB-GFP, PNC prevalence imaging, 16 h; active compounds read low;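 active means readout at or below -70, meaning at least 70% loss of cells showing the perinucleolar compartment, a nuclear body marking cancer cells; inconclusive means readout between -30 and a set limit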;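 further: plate controls were DMSO wells for no effect and camptothecin positive control wells for full effect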
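Compounds are pinned in duplicate onto adhered PC3M cells stably expressing GFP-tagged PTB and incubated 16 h at 37 C. Cells are then fixed, nuclei stained with Hoechst, and PNC-positive cells counted.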
12-hLO inh – 12-hLO (ALOX12) enzyme inhibition. purified 12-hLO, xylenol orange hydroperoxide absorbance. Potency, µM (series often up to 57.1 µM), inactives show at the top dose activity change, negative = inhibition, hits mostly inhibitors. 150,000 tested, 0.12% active; further: potency means the concentration at half of the fitted maximal effect; nearly all actives have a fitted effect of over 55% in size; many of its hits are not listed in these tables
Target sequence (P18054 whole entry, looked up): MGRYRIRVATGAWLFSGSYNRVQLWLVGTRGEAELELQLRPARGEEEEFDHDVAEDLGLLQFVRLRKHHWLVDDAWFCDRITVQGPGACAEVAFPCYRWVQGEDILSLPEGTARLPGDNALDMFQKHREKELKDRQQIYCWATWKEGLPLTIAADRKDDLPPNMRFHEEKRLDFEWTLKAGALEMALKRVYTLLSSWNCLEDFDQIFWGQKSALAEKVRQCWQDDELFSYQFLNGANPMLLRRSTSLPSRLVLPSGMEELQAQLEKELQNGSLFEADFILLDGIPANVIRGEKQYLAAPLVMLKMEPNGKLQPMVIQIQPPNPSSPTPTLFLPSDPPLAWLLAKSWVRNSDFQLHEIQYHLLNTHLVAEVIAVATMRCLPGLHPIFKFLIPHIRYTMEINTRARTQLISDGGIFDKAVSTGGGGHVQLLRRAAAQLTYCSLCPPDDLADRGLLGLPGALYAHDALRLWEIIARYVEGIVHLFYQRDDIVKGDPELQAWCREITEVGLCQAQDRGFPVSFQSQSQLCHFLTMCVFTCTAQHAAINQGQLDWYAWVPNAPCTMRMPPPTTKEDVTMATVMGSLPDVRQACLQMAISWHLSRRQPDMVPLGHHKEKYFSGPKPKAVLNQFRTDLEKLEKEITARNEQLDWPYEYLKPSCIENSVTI
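Purified human 12hLO (150 nM), preincubated 15 min with compound, then 40 uM arachidonic acid for 30 min, room temperature, Hepes pH 7.0 with 0.01% Triton X-100. Hydroperoxide detected by ferrous iron/xylenol orange; 573/405 nm absorbance ratio gives reaction progress.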
IMPase inh – membrane-permeable compound that blocks inositol monophosphatase; inhibition (IP1 accumulation), % at 46.1 µM; 120,000 tested, under 10 active; P97697; AID 901; CHO-M1 cells, IP1 accumulation, HTRF TR-FRET ratio; active means well fitted curve in the direction sought with a large enough effect in the signal ratio, not every such curve was filed as active; inconclusive means small, poorly fitted or top-dose-only effect, or a change in a side signal; inactive means no such curve, though single readings can be large or run the other way; the % refers to the signal ratio;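 further: cells stimulated with carbachol in lithium chloride buffer; plate controls were DMSO basal wells for no effect and reference inhibitor wells for full effect; higher means more IMPase inhibition seen as more IP1 and lower FRET ratio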
Target sequence (P97697 whole entry, looked up): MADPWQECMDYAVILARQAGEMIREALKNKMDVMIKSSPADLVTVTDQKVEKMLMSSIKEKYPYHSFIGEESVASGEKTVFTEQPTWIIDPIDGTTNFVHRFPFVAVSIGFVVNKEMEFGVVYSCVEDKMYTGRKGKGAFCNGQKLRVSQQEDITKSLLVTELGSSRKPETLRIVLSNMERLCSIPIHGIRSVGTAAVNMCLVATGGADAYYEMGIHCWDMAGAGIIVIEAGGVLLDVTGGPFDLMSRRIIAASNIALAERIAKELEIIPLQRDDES
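CHO-M1 cells (CHO stably expressing M1 receptor), compound up to 46 uM final, stimulated with carbachol (50 uM as added) in buffer with 50mM LiCl, pH 7.4, 30 min at 37C. Cytosolic IP1 read by TR-FRET; AC50 from Hill fits.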
15-hLO-2 inh – 15-hLO-2 (ALOX15B) enzyme inhibition; purified 15hLO-2, xylenol orange hydroperoxide absorbance; O15296; AID 881; 110,000 tested, 0.56% active; Potency, µM (highest dose often 57.1 µM), for inactives: at the highest dose activity change, negative = inhibition, hits mostly inhibitors; further: potency means the concentration at half of the fitted maximal effect; nearly all actives have a fitted effect of over 60% in size; many of its hits are not listed in these tables
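Purified human 15hLO-2 (50 nM final) preincubated with compounds 15 min at room temperature in 25 mM Hepes pH 7.5, 0.01% Triton X-100, then 45 uM arachidonic acid added for 90 min; hydroperoxide detected via ferrous/xylenol orange, 573/405 nm absorbance ratio.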
* marks the source's active call; other numbers are inactive results; ? = inconclusive; / = not tested or not shown; [ ] = dose if it differs, or a comment. Unless noted, the call rests on the fitted dose curve; in most records, active means well fitted curve in the direction sought with a large enough effect; inconclusive means small, poorly fitted or top-dose-only effect, or another doubt; inactive means no such curve, though single readings can be large; an effect the other way counts as inactive or inconclusive. Unless noted, on the % scale 0 is the no-effect control and ±100 the full control effect.

Values run as follows: PNC inhibitor	12-hLO inh	IMPase inh	15-hLO-2 inh
Cc1ccc(N(CC(=O)Nc2ccccc2C(=O)NCc2ccco2)S(=O)(=O)c2ccccc2)cc1C
 : 16	-5%	-2	6%
CC(=O)OCC1OC(Oc2cc(OC(C)=O)c3c(=O)cc(-c4ccc(OC(C)=O)c(OC(C)=O)c4)oc3c2)C(OC(C)=O)C(OC(C)=O)C1OC(C)=O (stereo not drawn)
 : /	-1%	3	-19%
Cn1c(=O)c2cn(-c3ccc4c(c3)OCCO4)cc2n(C)c1=O
 : -26	-7%	-2	-14%
COc1cc(/C=C2\C(=O)N(CCC#N)N=C2C)ccc1OCC(=O)Nc1ccccc1
 : -26	-7%	/	/
O=C(N/N=C/c1cn(-c2ccccc2)nc1-c1cccs1)c1ccncc1
 : 13	-3%	/	/
CS(=O)(=O)NN1C(=O)c2ccccc2NC1c1c[nH]c2ccccc12 (stereo not drawn)
 : -28	2%	-7	/
CCn1c(CC(=O)Nc2ccccc2F)nnc1SCC(=O)N1CCN(c2ccccc2)CC1
 : 6	-4%	-2	8%
O=C(c1cccc(N2C(=O)C3CC=CCC3C2=O)c1)N1CCN(c2ccccc2)CC1 (stereo not drawn)
 : -15	2%	8	56%[activator]
O=C(Oc1ccc(OC(=O)c2ccco2)c(S(=O)(=O)c2ccc(Br)cc2)c1)c1ccco1
 : -100*	-3%	7	-15%
CN(C)C(=O)c1c([N+](=O)[O-])c(C(C)(C)C)nn1C
 : -16	1%	/	/
Brc1ccc(NC2=Nc3ccccc3CC2)cc1
 : 47	-2%	10	42%[activator]
Cc1nc(C)c(C(=O)NCc2ccccc2Cl)o1
 : -14	-2%	-5	-12%
COc1ccc(C(C)=O)c(OC(=O)c2ccc(OC)c(OC)c2)c1
 : 8	4%	4	2%
O=C1CN(C(=O)COC(=O)CNC(=O)c2ccccc2)c2ccccc2N1
 : 26	1%	/	/
CCOC(=O)c1ccc(NC(=O)Nc2ccc3c(c2)OCCO3)cc1
 : -3	-6%	7	/
CC(NCc1ccccc1)C1COc2ccccc2O1 (stereo not drawn)
 : 20	2%	-8	0%
O=S(=O)(c1ccc(F)cc1)N1CCN(Cc2ccccc2C(F)(F)F)CC1
 : 33	-10%	-2	/
CN(C)C(CNS(=O)(=O)c1ccc(F)cc1)c1cccnc1 (stereo not drawn)
 : -4	1%	-3	0%
Cn1c(=O)oc2cc(S(=O)(=O)N3CCCC(C(=O)NC4CCCc5ccccc54)C3)ccc21 (stereo not drawn)
 : -1	-6%	7	1%
CCn1cc(C(=O)N2CC(C)CC(C)C2)c(=O)c2cc(S(=O)(=O)N3CCOCC3)ccc21 (stereo not drawn)
 : 12	-6%	3	17%

The listing continues:
Values run as follows: PNC inhibitor	12-hLO inh	IMPase inh	15-hLO-2 inh
CC(C)CC(C(=O)Nc1oc(-c2ccccc2)c(-c2ccccc2)c1C#N)N1C(=O)c2ccccc2C1=O (stereo not drawn)
 : 0	-12%	-10	/
Cn1nnc2c(NCc3ccco3)nccc21
 : -10	1%	-1	-1%
C(CCc1nnc2c(n1)CCCC2)Cc1nnc2c(n1)CCCC2
 : /	2%[11.4 µM]	/	-3%[11.4 µM]
O=C(c1ccsc1)N1CCN(C(=O)c2cccs2)CC1
 : 1	-3%	-9	-4%
Cn1c(NC(=O)c2ccco2)c(-c2ccc(Cl)cc2)c(=O)c2ccccc21
 : -3	-1%	-1	-4%
O=C1NC(=S)N/C1=C/c1ccc(Oc2ccc(C(F)(F)F)cc2[N+](=O)[O-])c(Cl)c1
 : ?	2%	/	/
COc1ccccc1NC(=O)c1ccc(CN2CCOCC2)cc1
 : 2	-1%	3	2%
CC(=O)N=c1cccc(NC(C)=O)n1O
 : -11	0%	-12[1.84 µM]	4%[11.4 µM]
COc1cc(/C=C(/NC(=O)c2ccccc2)C(=O)Nc2ccccc2)c([N+](=O)[O-])cc1OC
 : 110	-19%	-13	-12%
CCOc1ccc(N(CC(=O)NCC2CCCO2)S(=O)(=O)c2ccc(SC)cc2)cc1 (stereo not drawn)
 : ?	-13%	-6	-4%
CCn1c(SCc2nc3ccccc3s2)nnc1-c1ccccc1
 : 30	4%	0	-10%
O=c1oc2ccccc2nc1/C=C(O)/C=C/c1ccc(F)cc1
 : -19	?	-4	/
O=C(Oc1cccc2ccccc12)c1ccco1
 : 25	-4%	-12	-3%
Cc1ccc(N2CC(C(=O)N3CCc4ccccc43)CC2=O)cc1 (stereo not drawn)
 : 43	-4%	5	-2%
CS(=O)(=O)c1ccc(Cl)c(NC(=O)CSc2nc3ccccc3c(=O)n2CCCN2CCOCC2)c1
 : 21	-1%	/	/
c1ccn2c(Cc3nnc4ccccn34)nnc2c1
 : ?	0%	-1	4%
O=C(CNC(=O)/C(=C\c1ccc(Br)cc1)NC(=O)c1ccccc1)OCc1ccccc1
 : -19	0%	-1	/
O=C(C1CCCN(S(=O)(=O)c2ccccc2)C1)N1CCN(c2ncccn2)CC1 (stereo not drawn)
 : -8	-3%	7	/
N#C/C(=C\c1ccco1)Sc1nc2ccccc2s1
 : -4	-7%	4	-12%
c1ccc(C2Oc3ccccc3C3CC(c4cccs4)=NN32)cc1 (stereo not drawn)
 : -20	-13%	/	/

Remaining list, next part
Values run as follows: PNC inhibitor	12-hLO inh	IMPase inh	15-hLO-2 inh
COC(=O)c1ccccc1NC(=O)N1CCN(C(=O)c2ccco2)CC1
 : -5	6%	-2	5%
CCOC(=O)c1c(NC(=O)COc2ncnc3ccccc23)sc(C)c1C
 : 7	2%	/	/
O=C(/C=C/c1ccco1)NC(=S)NNC(=O)c1ccco1
 : 18	-3%	-5	/
O=C1CSC(c2ccccn2)N1c1cccc(Cl)c1 (stereo not drawn)
 : ?	-1%	3	5%
O=C(c1ccccn1)N1CCN(c2ccc(C(F)(F)F)cn2)CC1
 : -23	3%	-7	/
COc1cccc(-n2nnc3c(=O)n(CC(=O)NC4CCCC4)cnc32)c1
 : -14	-6%	5	-6%
CSc1nc2ccccc2n1C(=O)NC1CCCCC1
 : ?	3%	2	3%
Cc1ccccc1NC(=O)CCN1CCN(C/C=C/c2ccccc2)CC1
 : 10	5%	8	-1%
CCN(CCO)C1CC(=O)N(c2ccccc2C)C1=O (stereo not drawn)
 : ?	2%	-6	-23%
CN(C)S(=O)(=O)c1cccc(-c2nnc(SCc3ccc4c(c3)OCCO4)o2)c1
 : -6	-2%	-8	-8%
Cc1cc(=O)oc2c(C(=O)/C=C\c3cccs3)c(O)ccc12
 : 53	-13%	2	/
CC1CCCN(C(=O)C2CCN(CC3CC=CCC3)CC2)C1 (stereo not drawn)
 : -100*	-6%	6	-4%
CCOC(=O)N1CCN(C(=O)C2CCCCC2)CC1
 : -23	-5%	-1	-1%
Cc1cc([N+](=O)[O-])nn1CC(=O)N1CCc2ccccc2C1
 : 36	-3%	-3	0%
O=C(CSc1cn(Cc2ccccc2)c2ccccc12)NCc1ccc(F)cc1
 : 60	1%	/	/
COc1cccc(-c2nc3n(n2)C(c2ccccc2Cl)C(C(N)=O)=C(C)N3)c1 (stereo not drawn)
 : 8	-1%	-5	/
CC1Cc2ccccc2N1C(=O)CSC1=NCCS1 (stereo not drawn)
 : 11	0%	3	-6%
COc1cc(C)ccc1OCCOc1c(C)cc(Cl)cc1Cl
 : -6	-1%	/	/
CCc1nnc(-n2nc(C)cc2-c2ccccc2)n1N
 : ?	4%	0	-2%[2.29 µM]
CC(C)(C)n1nnnc1C(c1cccs1)N1CCCC2(CCCCC2)C1 (stereo not drawn)
 : -11	2%	14[0.0738 µM]	/

Following part:
Values run as follows: PNC inhibitor	12-hLO inh	IMPase inh	15-hLO-2 inh
COc1cccc(C2C(C#N)=C(N)Oc3cc(N)ccc32)c1OC (stereo not drawn)
 : 18	-6%	/	/
CCCCn1c(-c2ccsc2)nc2c1c(=O)[nH]c(=O)n2CCC
 : -19	18%	-2	-11%
CCc1ccc2[nH]c(=O)c(CN(Cc3ccc(OC)cc3)Cc3nnnn3CCOC)cc2c1
 : -13	?	6	13%
CC(C)Oc1ccc(NC(=O)C2CCCNC2=O)cc1 (stereo not drawn)
 : -14	2%	3	5%
CCCOC(=O)C1=C(C)NC2=C(C(=O)C(C(=O)OC)C(C)C2)C1c1ccc(N(C)C)cc1 (stereo not drawn)
 : ?	-9%	5	-4%
O=C(Nc1ccc2c(c1)OCO2)NC1(C(F)(F)F)Oc2ccccc2O1
 : -5	-15%	9	?
Cc1nn(Cc2ccc(Cl)cc2)c2sc(C(=O)OCC(N)=O)cc12
 : -4	-7%	-6	10%
Cc1ccc(-c2nc3ncccn3c2NC2CCCC2)o1
 : -26	-11%	15	-29%
Cc1cccc(C)c1NC(=O)CSc1nc2ccccc2c(=O)[nH]1
 : 9	2%	-7	-8%
CCCCCCCNS(=O)(=O)c1cccc2c(Cl)cccc12
 : /	-5%	-2	-11%
CCOC(=O)c1c(/N=C/C2C(=O)CCCC2=O)sc(C)c1C
 : ?	-5%	-11	/
COc1ccc(NC(=O)/C(=C/c2ccc3c(c2)OCO3)NC(C)=O)cc1
 : -28	-3%	/	/
Cc1c(Cl)cccc1NC(=O)CSc1ncnc2c1cnn2CCc1ccccc1
 : 7	2%	3	-5%
COC(=O)c1ccc(NS(=O)(=O)c2ccc(OC)cc2)cc1
 : ?	-3%	3	1%
O=C(c1ccc(COc2ccccc2Cl)o1)N1N=C(C(F)F)CC1(O)C(F)F (stereo not drawn)
 : -27	-2%	/	/
Clc1ccccc1SCc1nc2ccccc2[nH]1
 : ?	5%	-4	25%
CC(=O)c1ccc(NC(=O)C2CCCNC2=O)cc1 (stereo not drawn)
 : -12	0%	4	15%
CC(C)=CCC/C(C)=C/CC/C(C)=C/CSc1ccccc1C(=O)O
 : /	-3%	8	?
C/C(=N\NC(=O)c1ccccc1O)c1ccc(Br)s1
 : -26	9%	3	/
CCc1cccc(CC)c1NC(=O)COC(=O)c1ccc(F)c(S(=O)(=O)N(CC)CC)c1
 : 55	1%	-3	/

Fetched by structure from the list above, 3 records:
Values run as follows: PNC inhibitor	12-hLO inh	IMPase inh	15-hLO-2 inh
CCCCCCCNS(=O)(=O)c1cccc2c(Cl)cccc12
 : /	-5%	-2	-11%
COC(=O)c1ccc(NS(=O)(=O)c2ccc(OC)cc2)cc1
 : ?	-3%	3	1%
CC(C)=CCC/C(C)=C/CC/C(C)=C/CSc1ccccc1C(=O)O
 : /	-3%	8	?

Continued.
Values run as follows: PNC inhibitor	12-hLO inh	IMPase inh	15-hLO-2 inh
Cc1ccc(NC(=O)C(NC2CCCc3ccccc32)c2ccccc2)c([N+](=O)[O-])c1 (stereo not drawn)
 : 10	-5%	/	/
O=c1[nH]c2cc3c(cc2cc1CN(Cc1nnnn1CC1CCCO1)C1CCCC1)OCO3 (stereo not drawn)
 : 19	-8%	-1	-4%
N[C@@H](CO)C(=O)NNCc1ccc(O)c(O)c1O
 : /	6%[25.6 µM]	5[20.6 µM]	32%[activator][25.6 µM]
CCCC(=O)C1=C(O)C(C(=O)OC)C(C)(C)CC1=N (stereo not drawn)
 : -7	-5%	2	-7%
Cc1cc(N/C=C\c2nnnn2-c2ccccc2)no1
 : -13	8%	/	/
O=S(=O)(c1ccc2nc(-c3ccco3)c(-c3ccco3)nc2c1)N1CCOCC1
 : ?	?	20	?
C=CCOC(=O)CCC(=O)Nc1cc(OC)nc(OC)n1
 : ?	10%	3	3%[2.29 µM]
COc1ccc(C(=O)NC(=S)NCCO)cc1Br
 : 25	-9%	-3	-25%
CCC(C)NC(=O)CSC1=Nc2ccccc2C2=NC(CC(=O)NCc3ccccc3)C(=O)N12 (stereo not drawn)
 : -100*	2%	?	/
CCCOc1ccc(N2C(=O)CC(NNC(=O)c3ccc(COc4ccccc4)o3)C2=O)cc1 (stereo not drawn)
 : -6	-4%	4	/
CCn1c(Cc2ccccc2)nnc1SCC(=O)Nc1nnc(-c2ccccc2)s1
 : -19	-3%	4	0%

Not all compounds are listed; rates above refer to the full screens.
